EPAC1 ag: EPAC1 (human) agonism; EPAC1 agonist qHTS, biochemical assay; response scale: 100% = response to 6.5 mM cAMP; AID 720707; 0.073% of 360,000 active; Potency, µM (highest dose often 154 µM), for inactives: at the top dose activation, usual class: activators; O95398; note: potency is the fitted concentration of half-maximal effect; nearly all actives have a fitted effect of over 60% in size
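Nucleotide exchange assay: 100 nM EPAC1 with 250 nM Rap1B loaded with BODIPY-GDP and 50 uM GDP, room temperature. Fluorescence (480/540 nm) read every 5 min for 30 min; signal change normalized to 6.5 mM cAMP as full agonist.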
IL2 activator: IL-2 activation | IL-2 activation reporter assay, cell-based qHTS; stimulated with anti-CD3/CD4/CD28 beads; in transgenic mouse T cells | activation, % (series mostly up to about 46 µM) | 0.065% of 360,000 active; in the data active = activation above about 50%; inconclusive = mostly about 30% to 49%; note: 0% is about no effect
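EGFP and DsRed fluorescence is measured by plate cytometry in unstimulated transgenic mouse T cells exposed to compound for 60 minutes, then stimulated 18 hours at 37 degrees C with anti-CD3/anti-CD4 beads plus anti-CD28.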
FUS suppressor: suppressors of FUS proteinopathy in yeast; Potency, µM (top dose mostly 76.6 µM), for inactives: at the top dose growth rescue (activation), most hits filed as activators; AID 1347120; 0.24% of 390,000 active; S. cerevisiae FUS-expressing, growth rescue, OD600, 24 h;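 note: potency is the fitted concentration of half-maximal effect; plate controls were DMSO vehicle for no effect and reference control for full effect; nearly all actives have a fitted effect of over 55% in size; some results filed as inactive show a strong effect at the top dose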
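Absorbance at 600 nm, taken 24hr after compound addition, measured rescue of FUS-yeast growth at 30C. Induction used 2% galactose with seeding at OD 0.005. Controls: CP55940 from 92uM final, DMSO only.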
aSyn rescue: alpha-synuclein toxicity inhibition in yeast. Yeast expressing alpha-synuclein, growth rescue, BacTiter-Glo, 24 h. Potency, µM (highest dose often 46.1 µM), without a hit: at the top dose growth rescue (activation), hits mostly activators. 0.14% of 370,000 active. AID 652106; note: potency is the fitted concentration of half-maximal effect; % of control where 0% means no effect; nearly all actives have a fitted effect of over 65% in size
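Rescue of yeast growth: cells expressing toxic alpha-synuclein, induced in galactose at OD600 0.02, incubated with compound 24 h at 30 C. ATP luminescence quantified growth; inhibitors of toxicity appear as activators.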
PLK1 PBD inh: inhibitors of human PLK1 polo-box domain binding. Plk1 PBD binding of FITC phosphopeptide, fluorescence polarization. Potency, µM, for inactives: max response, negative = inhibition, hits mostly inhibitors. 2.8% of 360,000 active; note: potency is the fitted concentration of half-maximal effect; series mostly up to about 57 µM; % is set by controls: 0 for no effect and ±100 for the full control effect; nearly all actives have a fitted effect of over 65% in size
Abeta rescue: restores growth of yeast expressing A-beta42 peptide; yeast expressing A-beta42, growth rescue, OD600, 48 h; response scale: 0% DMSO, 100% iron-clioquinol control; Potency, µM (series often up to 46.1 µM), for the others: at the highest dose growth rescue, usual class: activators; 0.063% of 410,000 active; AID 1347071; note: potency is the fitted concentration of half-maximal effect; nearly all actives have a fitted effect of over 55% in size
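Yeast growth medium received pinned compounds, then yeast cells expressing toxic A-beta were added; plates incubated at 30 C for 48 hr. Growth read as absorbance at 600 nm, normalized to DMSO and equimolar FeCl3 plus clioquinol controls.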
WRN inhibitor: blocks human WRN helicase | WRN helicase unwinding, fluorescent forked duplex, kinetic | Potency, µM (highest dose often 114 µM), without a hit: top-dose activity change, negative = inhibition, hits mostly inhibitors | 0.46% of 360,000 active | AID 651768; note: potency is the fitted concentration of half-maximal effect; % is set by controls: 0 for no effect and ±100 for the full control effect; nearly all actives have a fitted effect of over 55% in size
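WRN at 20 nM final preincubated with compound 15 min at room temperature; reaction started with 100 nM fluorophore/quencher forked duplex oligonucleotide and 2 mM ATP final. Unwinding followed kinetically by red fluorescence (ex 525, em 598 nm).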
PI5P4K alpha inh: inhibitors of human PI5P4K alpha; max response, %; P48426; AID 652105; PI5P4Kalpha enzyme, ADP-Glo luminescence, 60 min; stronger effect = lower value; 1.2% of 330,000 active; active = max response of -50% or lower; inconclusive = between -30% and -50%; inactive = -30% or higher; note: value at the top dose of about 77 µM; % is set by controls: 0 for no effect and ±100 for the full control effect
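Luminescence from ADP-Glo served as readout of PI5P4Kalpha activity in a qHTS format. Reaction: enzyme, substrate, compound, ATP at 5 microM final, 60 min at RT.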
EPAC1 antagonist: blocks human EPAC1 exchange factor | EPAC1 GEF assay, Rap1b-BODIPY-GDP exchange fluorescence | Potency, µM (titrated, usually from 115 µM), for the others: at the highest dose activity change, negative = inhibition, usual class: inhibitors | 0.14% of 360,000 active | AID 720709;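 note: potency is the fitted concentration of half-maximal effect; plate controls were vehicle for no effect and positive control for full effect; nearly all actives have a fitted effect of over 50% in size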
* marks the source's active call; other numbers are inactive results; ? = inconclusive; / = no result given; [ ] = dose if it differs, or a comment. Unless noted, calls come from the whole dose curve; as a rule, active = well fitted curve in the direction sought with a large enough effect; inconclusive = small, poorly fitted or top-dose-only effect, or another doubt; inactive = no such curve, though single readings can be large; an effect the other way counts as inactive or inconclusive.

Values run as follows: EPAC1 ag | WRN inhibitor | Abeta rescue | IL2 activator | aSyn rescue | EPAC1 antagonist | FUS suppressor | PI5P4K alpha inh | PLK1 PBD inh
(1) O=[N+]([O-])c1ccccc1S(=O)(=O)N1CCN(CC2CC3C=CC2C3)CC1 (stereo not drawn)
 : -4.4% | 8.4% | -2.1% | -1.8 | -0.9% | 5.2% | -1.5% | 0.9 | 2.5%
(2) N/C(CN1CCCC1=O)=N\O
 : 8.6% | -3.6% | 7.3% | -0.6 | 3.9% | 2.8% | 6.3% | / | 4.5%
(3) O=C(CN1C(=O)NC2(CCCc3ccccc32)C1=O)NCC(F)(F)F (stereo not drawn)
 : -1.7% | -3.6%[57.1 µM] | -10.0% | 0.7 | -0.8% | 9.9% | -8.6% | -4.1 | 6.0%
(4) C=CCNc1nc2c(c(=O)n(C)c(=O)n2C)n1CC(=C)C
 : -11.1% | -5.5% | -13.1% | -1.2 | -2.2% | 0.8% | -23.4% | 1.3 | -5.0%
(5) CCSC1=C(C#N)C(c2cccc(O)c2)CC(=O)N1 (stereo not drawn)
 : 3.7% | -0.9% | 11.1% | -0.8 | -0.7% | -4.3% | -27.5% | -3.0 | -6.6%
(6) CC(C(c1cccs1)c1c(N)n(C)c(=O)n(C)c1=O)[N+](=O)[O-] (stereo not drawn)
 : 2.9% | -3.8% | -2.3% | 2.0 | 7.6% | -10.9% | 0.8% | 3.5 | 1.5%
(7) CCNC(=O)/C=C/c1ccccc1[N+](=O)[O-]
 : -11.6% | 7.2% | -4.6% | -0.4 | 7.9% | 2.7% | -18.8% | 0.7 | -5.5%
(8) COc1ccc(/C=C/C(=O)CC(O)(c2ccccc2)C(F)(F)F)cc1 (stereo not drawn)
 : 1.2% | -10.6% | -16.3% | -0.1 | 4.5% | -16.9% | 14.0% | 10.1 | -5.6%
(9) CCN(CC)S(=O)(=O)c1ccc(N2CCCC2)c(NC(=O)C2CCCCC2)c1
 : 1.2% | -9.3% | 2.9% | 0.6 | -4.0% | 5.6% | -2.2% | -0.6 | -4.0%
(10) COc1ccccc1N1CCN(C2CCN(S(=O)(=O)c3ccc4ccccc4c3)CC2)CC1
 : 15.1% | -5.5% | 0.8% | 0.1 | 8.3% | -2.5% | 5.0% | 0.5 | 3.4%
(11) CCCCOC(=O)c1nc[nH]c1C(=O)OCCCC
 : -12.4% | 0.3% | -10.1% | -0.6 | 0.1% | 13.0% | -12.7% | 3.9 | -1.1%
(12) O=C(CSc1nc(-c2ccco2)cc(C(F)(F)F)n1)NCCCn1ccnc1
 : 5.0% | 10.4% | -16.6% | -3.5 | -0.6% | -11.5% | -2.6% | -0.5 | -14.1%
(13) CCc1ccc(-c2nc(CS(=O)CC(=O)NCCCN3CCC(C)CC3)c(C)o2)cc1 (stereo not drawn)
 : 12.6% | -5.4% | 9.4% | 0.2 | -2.1% | 3.7% | 33.9% | 6.7 | 26.7µM*
(14) Cc1ccccc1Oc1ncccc1C(=O)/C(C#N)=C/N(C)C
 : -0.3% | -7.4% | 11.1% | -1.7 | 0.9% | 10.0% | 21.4% | / | 0.4%
(15) COc1ccc(O)c(C2NC(CC(C)C)(C(=O)O)C3C(=O)N(Cc4ccccc4)C(=O)C23)c1 (stereo not drawn)
 : 0.4% | -11.6% | 9.7% | -1.3 | -2.1% | -10.2% | 10.7% | 1.4 | -5.6%
(16) O=C1C2CC=CCC2C(=O)N1CC1CCCO1 (stereo not drawn)
 : 5.9% | 12.2% | -7.6% | -2.6 | 7.1% | -4.4% | 3.8% | -20.0 | 23.8µM*
(17) COc1ccc(C(=O)COC(=O)c2ccc(NC(C)=O)cc2)cc1[N+](=O)[O-]
 : 3.8% | -6.9% | -1.1% | -0.7 | 9.3% | 0.6% | -3.3% | 0.7 | -4.4%
(18) O=C(O)C1CCCN(S(=O)(=O)c2ccc(Br)s2)C1 (stereo not drawn)
 : 14.3% | 1.2% | 0.4% | -0.1 | 1.0% | 2.2% | 0.6% | 3.8 | 0.5%
(19) CCc1ccc2nc(NC(=O)C3CCN(c4ncnc5sc(C)c(C)c45)CC3)sc2c1
 : -4.8% | -5.0% | -13.6% | -0.6 | -9.2% | -25.7% | -5.0% | 3.2 | -0.6%
(20) Cc1nc2ccc(NS(=O)(=O)c3ccc(C)c(C)c3)cc2s1
 : 4.9% | -4.2% | -13.1% | -1.7 | 18.7% | 0.1% | 29.2% | 0.1 | -4.7%
(21) CCN(CC)S(=O)(=O)c1ccc(N/N=C(\C)c2ccncc2)nc1
 : 4.5% | 3.9% | -5.5% | -0.5 | -5.2% | 0.4% | 16.2% | 0.1 | -12.9%
(22) CC(=O)CCS(=O)(=O)c1ccc(C)c(C)c1
 : 3.1% | 3.1% | 13.4% | -1.4 | -2.2% | -6.2% | 15.0% | 5.2 | -9.4%
(23) Fc1ccc(F)c(NC(=S)NCCc2ccccc2)c1
 : 3.7% | -5.0% | 27.2% | 0.6 | -22.1% | -3.3% | 14.6% | 6.4 | -12.0%
(24) O=C1CCC(C(=O)NCCN2C(=O)S/C(=C\c3cccnc3)C2=O)=NN1
 : -11.0% | -3.8% | 6.0% | 0.6 | 2.4% | 7.3% | 5.2% | -2.6 | -5.5%
(25) CCOC(=O)C1C(=O)C=C(/C=C/c2ccc(N(C)C)cc2)CC1c1ccccc1 (stereo not drawn)
 : 11.2% | 50.1µM* | 6.1% | 26.5 | -0.2% | 35.6%[activator] | / | 0.7 | 12.6%
(26) O=C(COC(=O)c1ccc[nH]c1=O)NC1CCCCCC1
 : 0.9% | -4.5% | -14.2% | -3.4 | -5.5% | -30.0% | -2.2% | 2.5 | -6.0%
(27) O=C(CCN1C(=O)c2ccccc2C1=O)C1=NN[C@@H]2C(=O)N(c3ccc(F)cc3)C(=O)[C@H]12
 : 5.5% | 1.6% | -8.5% | 0.0 | 1.5% | 3.6% | / | 7.4 | -4.2%
(28) Cn1cc(C=O)c2ccccc21
 : -8.1% | 2.5% | -12.6% | -1.5 | 2.7% | -24.7% | -19.7% | 0.0 | -3.2%
(29) Cc1ccc(-c2nnc(C)c(N3CCCC3)n2)cc1
 : 1.7% | 3.1% | 5.1% | -3.8 | 5.6% | 24.8% | -17.5% | 3.0 | -9.2%
(30) CN1CCN(C(=O)CSc2nc3c(c(=O)n(C)c(=O)n3C)n2C)CC1
 : 0.2% | 10.0% | -14.6% | 0.2 | -0.5% | 8.3% | 21.8% | -0.2 | -10.5%
(31) CCOC(=O)c1sc(-c2ccccc2)cc1NC(=O)Nc1ccccc1
 : 11.5% | -14.4% | -8.0% | -1.1 | 6.2% | -6.4% | 2.0% | 14.6 | -0.1%
(32) CN(Cc1ccccc1)C(=O)CN(C)S(=O)(=O)c1ccc(F)cc1
 : 3.7% | 6.6%[57.1 µM] | -5.8% | 12.8 | 2.1% | -14.0% | 0.6% | 0.0 | -9.2%
(33) CCCNC(=O)C(Cc1cccc(Br)c1)NC(=O)c1ccc(C#N)cc1 (stereo not drawn)
 : -21.5% | -0.7% | -13.1% | -0.5 | 0.5% | 3.0% | -12.4% | 1.0 | -21.6%
(34) CC1CCc2ccccc2N1C(N)=Nc1ccccc1 (stereo not drawn)
 : -8.5% | -1.5% | 3.3% | 1.1 | -11.3% | 8.8% | -7.6% | -1.5 | 0.9%
(35) O=C(c1ccncc1)N1CCN(C2CCC(c3ccccc3)CC2)CC1 (stereo not drawn)
 : 4.2% | ? | -19.8% | -0.4 | -5.9% | -9.0% | 17.3% | -0.8 | -9.0%
(36) Cc1nnc(SCCCOc2ccccc2)nc1C
 : 5.0% | -1.2% | 4.6% | -0.6 | -4.6% | -2.1% | -10.7% | -4.5 | -2.1%
(37) Cc1ccc(S(=O)(=O)Oc2ccc(/C=N/NC(=O)c3nn(C)cc3[N+](=O)[O-])cc2)cc1
 : 5.4% | -7.0% | 9.5% | -0.5 | 0.3% | -10.9% | 1.7% | 4.1 | -5.4%
(38) Cn1c(=O)c2c(SC3CCCC3)nc(C3CC3)nc2n(C)c1=O
 : 14.8% | 2.5% | -2.9% | -1.0 | 13.8% | 6.6% | -23.0% | 0.0 | -11.9%
(39) C/C(=N\NC(=S)NC1CCCCC1)c1cccs1
 : -0.8% | -2.0% | ? | -0.9 | 3.0% | 5.6% | 31.5% | 3.5 | -1.5%
(40) CCc1ccc(NC2CC(=O)N(CCc3ccc(OC)c(OC)c3)C2=O)cc1 (stereo not drawn)
 : -7.6% | 7.2% | 26.4% | -0.4 | -6.4% | 1.5% | 21.8% | -14.3 | 26.7µM*
(41) O=c1oc2ccccc2c(O)c1/C=N/c1ncccn1
 : 7.8% | 0.2% | -12.0% | -1.9 | -3.9% | 1.3% | -17.0% | / | -10.8%
(42) Cc1ccc[n+](CC(=O)Nc2ccc(Cl)c([N+](=O)[O-])c2)c1
 : 2.7% | -3.1% | 0.6% | -0.5 | -1.2% | 11.2% | -5.5% | 4.9 | -2.9%
(43) CNC(=S)N(CCc1c(C)[nH]c2ccc(OC)cc12)Cc1cccnc1
 : -5.0% | -3.9% | -11.4% | -0.3 | -3.2% | -7.7% | 18.6% | -0.1 | -7.5%
(44) NNC(=O)c1csc(-c2ncc(C(F)(F)F)cc2Cl)n1
 : -9.0% | -30.7% | -9.0% | 0.2 | -3.2% | 3.9% | 7.9% | -6.7 | 2.0%
(45) CCOC(=O)c1c(C)[nH]c(C(=O)NCCN2CCOCC2)c1C
 : 4.2% | -10.4% | -5.7% | -0.5 | 4.8% | -4.7% | 3.1% | 2.1 | 3.2%
(46) Cc1ccc(C(C)(c2ccc(N)cc2)c2ccc(N)cc2)cc1
 : 13.5% | -0.7% | 7.8% | -0.4 | 0.5% | -4.4% | 29.6% | 13.0 | -8.9%

Screening results: PubChem, National Center for Advancing Translational Sciences (NCATS)
